# bCat nuc transl: modulators of beta-catenin nuclear translocation, primary screen, imaging, HeLa cells, immunofluorescence, high-content | AID 1665, 2009 | nuclear translocation activity, % at 5 µM | 190,000 compounds, 0.3% hits;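 active means nuclear translocation activity above 50% at 5 µM, with a well cell count of 50 or more; inconclusive means wells under 50 cells across six images, flagged as toxic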;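 further: per-cell ratio of nuclear to cytoplasmic median beta-catenin stain intensity; plate controls were DMSO negative control for no effect and GSK-3 inhibitor IX positive control for full effect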
#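 test system = HeLa cells, endogenous beta-catenin | dosing = single 5 µM dose plus 0.02–20 µM confirmation series | times = compound treatment 24 h, 37°C, 5% CO2 | technique = beta-catenin immunofluorescence imaging with DAPI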
# Myeloid diff MLP: induction of myeloid progenitor differentiation, primary screen, cell-based, flow cytometry, MLPCN library | 360,000 compounds, 1% hits | AID 624256, 2012 | ER-HoxA9 myeloid progenitors, lysozyme-GFP differentiation | calls only at 10 µM;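 active means normalized GFP-positive differentiation at or above the plate's own cutoff, the solvent-only control mean plus 3 SD; inconclusive means no clear call, values can overlap the other calls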;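 further: cells exposed to compound for four days before flow analysis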
# West Nile virus CPE: West Nile virus antiviral activity, cell-based, CPE readout (AID 1621) | West Nile virus-infected cells, CPE inhibition; higher % means a stronger effect | CPE inhibition, % at 10 µM; hits with a dose series show IC50 in µM | 290,000 compounds, 0.02% hits; in the data active means a potency from the dose series; inconclusive means CPE inhibition mostly from about 3.7% at the one dose, without a potency; inactive means the rest, 99 in 100 with CPE inhibition below about 2.2%; further: strong numbers were not always called active
# Autophagy mod: autophagy modulators in MEF cells, primary screen, imaging, high-content, MEF GFP-LC3; AID 463193, 2010; calls only at 10 µM (by protocol); 190,000 compounds, 0.98% hits; MEF GFP-LC3 puncta imaging; test concentration mostly 10 µM;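 active means percentage of spot-positive cells more than 3 SD above its plate mean, without a fluorescence outlier flag or 80% toxicity; inconclusive means no clear call, values can overlap the other calls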;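 further: spot-positive cell cutoff set from DMSO-treated cells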
# MT stabilizer: microtubule stabilizers in HeLa cells, primary screen, imaging, high-content imaging; HeLa tubulin immunostaining HCS, 24 h; share of cells brighter than vehicle mean+2SD; % tubulin-high responders, % at 10 µM; 200,000 compounds, 0.83% hits; AID 2205, 2009;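 active means plate Z-score above 3 for both tubulin-high and condensed-nucleus cell shares, with cell loss under 80%, at 10 µM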;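 further: anti alpha tubulin signal scored within the nucleus-defined area of each cell; some results filed as inactive read as strong as hits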
# T cell modulator: modulators of CD8 T cell-vesicle binding, primary screen, mouse 2C CD8+ T cells, flow cytometry. calls only at 7 µM. 330,000 compounds, 0.068% hits. 2C CD8+ T cell-vesicle binding; stronger effect = lower value;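 active means response, share of CD8 T cells binding vesicles, and their 90th percentile fluorescence all below set limits, cut at about 80% in these data, passing the limit was not always enough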
#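 Material: murine 2C transgenic CD8+ T lymphocytes / Also added: QL9-peptide-loaded Drosophila micro-vesicles bearing Ld, ICAM-1 and B7-1 / Schedule: binding step 1.5 h, 37 °C, antibody labelling 20 min, ice / Signal: flow cytometry, PE anti-B7-1 (FL2) versus Alexa647 anti-CD8 (FL8), PFA-fixed / Evaluation: percent CD8+ FL2 mean versus row control / Benchmarks: naked versus QL9-loaded vesicles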
# WT yeast gro inh: growth inhibition of WT strain, primary screen, mitochondrial fusion inhibitor project, WT and mutant strains, chemical genetic | mitochondrial fusion phenotypic screen | inhibition, % at 10 µM | 190,000 compounds, 2.1% hits; in the data active means inhibition above about 58%; tested in S. cerevisiae
# Insulin prom up: insulin promoter activators in MIN6 cells, imaging, high-content screening, mouse beta cells; z-score at 5 µM; MIN6 insulin promoter-GFP reporter; stronger effect = higher value; 190,000 compounds, 0.3% hits; AID 1625, 2009;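 active means z-score above 3 at 5 µM with at least 500 cells counted in the well; inconclusive means wells under 500 cells, flagged as cytotoxic or low count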
# Lipid droplet: inhibitors of hepatocyte lipid droplet formation, primary screen, imaging, high-throughput imaging, BODIPY stain. AML12 mouse hepatocytes, oleate lipid droplets. inhibition, % at 6.5 µM. 240,000 compounds, 0.4% hits. AID 1656, 2009;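 active means lipid droplet intensity inhibited by at least 50%, with more than 500 cells counted; inconclusive means wells with under 300 cells, treated as cytotoxic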
#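 Material – mouse AML12 hepatocyte cell line, fixed after treatment · Compound dosing – one dose, 6.5 µM compound · Times – compound with oleate, overnight · Measured by – Image-based BODIPY and DAPI two-channel analysis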
# WT yeast gro inh mutant strain: second read-out of WT yeast gro inh, no call of its own (marks repeat the call); inhibition, %; mitochondrial fusion phenotypic screen, mutant strain inhibition
# Insulin prom up cell count: further read-out of Insulin prom up, marked with its call; cell count; measured here: cytotoxicity, nuclei count;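 total cells summed across four imaged fields per well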
# Lipid droplet cells 6.5 µM: second read-out of Lipid droplet, no call of its own (marks repeat the call); cell count; measured here: cell count, cytotoxicity flag;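 cells counted across two imaged fields per well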
# bCat nuc transl cell count 5 µM: recorded beside bCat nuc transl, whose call it bears; cell count; measured here: cell count, cytotoxicity flag
# T cell modulator vesicle-bound %: also measured in T cell modulator; calls as there; double positive events, %; measured here: CD8+ vesicle-bound cell fraction;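 binding gate set so that unloaded-vesicle control wells show 10% double positive cells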
# MT stabilizer Hoechst-high %: also measured in MT stabilizer; calls as there; % Hoechst-high responders; measured here: nuclear condensation Hoechst responders;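 share of cells brighter than vehicle mean plus two SD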
# MT stabilizer cytotoxicity %: recorded beside MT stabilizer, whose call it bears; toxicity, %; measured here: cytotoxicity by cell density;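 0% = mean cell density of plate MIN control wells and 100% = no cells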
# Autophagy mod cell loss 18 h: further read-out of Autophagy mod, marked with its call; toxicity, %; measured here: cell loss, nuclei count;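 cell loss after 18 h compound exposure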
# Myeloid diff MLP GFP+ MAC1+ %: recorded beside Myeloid diff MLP, whose call it bears; GFP+ MAC1+ double positive, %; measured here: differentiation confirmed by MAC1 staining
# Active calls of the source: *; i = inactive; u = inconclusive; x = no result given; + = active, no number.
SMILES,bCat nuc transl,bCat nuc transl cell count 5 µM,Myeloid diff MLP,Myeloid diff MLP GFP+ MAC1+ %,West Nile virus CPE,Autophagy mod,Autophagy mod cell loss 18 h,MT stabilizer,MT stabilizer Hoechst-high %,MT stabilizer cytotoxicity %,T cell modulator,T cell modulator vesicle-bound %,WT yeast gro inh,WT yeast gro inh mutant strain,Insulin prom up,Insulin prom up cell count,Lipid droplet,Lipid droplet cells 6.5 µM
O=S(=O)(NCc1ccccc1)c1ccc(S(=O)(=O)N2CCCC2)cc1,0.4,1504,i,0.6,-0.8%,i,16,2.5,2.7,7.6,i,48,6,0,-0.33,1580,-3,693
CCOC(=O)N1CCC(N2CC34C=CC(O3)C(C(=O)Nc3ccc(OCC)cc3)C4C2=O)CC1 (stereo unspecified),-0.1,1188,i,3.0,0.5%,x,x,3.0,2.0,6.7,i,45,10,5,-0.56,1068,x,x
Cc1cc(OCC(=O)NC2CCN(C)CC2)ccc1[N+](=O)[O-],-1.9,1004,i,0.5,-0.3%,i,5,2.3,3.2,6.5,i,20,1,10,-0.39,1693,28,694
CCC(=O)Nc1ccccc1Sc1ncnc2scc(-c3ccccc3)c12,-2.1,1052,i,0.9,-0.1%,i,11,1.9,3.0,9.9,i,11,14,7,0.07,1234,-4,677
O=C(O)c1nn(-c2ccccc2)ccc1=O,0.0,1438,i,1.6,0.5%,i,1,3.2,2.6,10,i,40,6,-4,0.08,1583,x,x
CCN1CC=C2C(C#N)=C(N)C(C#N)(C#N)C(c3cc(Cl)ccc3Cl)C2C1 (stereo unspecified),1.4,1071,+,x,x,u,x,5.2,1.3,2.1,i,56,-1,-1,x,x,x,x
Cc1ccc(C(NC(=O)N2CC(C)OC(C)C2)C(Cl)Cl)cc1F (stereo unspecified),-1.2,1048,i,0.5,-1.0%,i,-8,3.9,3.3,2.9,i,44,-8,-1,1.2,1280,u,x
CC(C)c1ccc(S(=O)(=O)NCc2ccc3c(c2)OCO3)cc1,x,x,i,0.3,-0.3%,x,x,x,x,x,i,58,x,x,x,x,11,797
CCCCCCNC(=O)c1ccc(Br)o1,x,x,i,0.9,-0.3%,i,-11,1.7,2.4,9.9,i,12,4,-6,1.2,1252,x,x
CCCc1cc(=O)oc2cc3oc(C)c(C)c3cc12,4.8,1338,i,1.6,x,i,12,2.5,2.0,12,i,41,-4,-9,-1.1,1286,x,x
Oc1ccc(C(c2nnnn2CCc2ccccc2)N2CCN(c3nc4ccccc4s3)CC2)cc1 (stereo unspecified),0.4,1322,i,0.2,0.2%,x,x,x,x,x,i,59,x,x,-0.29,1051,-28,693
CCOC(=O)C(C)Sc1nc(-c2ccccc2)nc2ccc(F)cc12 (stereo unspecified),0.1,1399,i,1.9,0.3%,i,-1,2.8,2.0,11,i,32,23,1,-1.4,1683,x,x
O=Cc1cnc(N2CCOCC2)nc1,0.6,1071,i,4.0,-0.4%,i,27,2.7,1.8,5.5,i,24,13,5,-0.16,1322,7,672
COc1ccc(CNC(=O)CCCCCn2c(SCC#N)nc3cc4c(cc3c2=O)OCO4)cc1,x,x,i,2.0,-0.2%,i,6,3.6,3.5,11,i,15,1,-8,-1.1,988,56*,671*
Cc1nnc(-c2ccc(Oc3ccc(Cl)cc3)c([N+](=O)[O-])c2)o1,-0.1,994,i,0.2,-1.4%,i,-3,1.7,1.4,5.5,i,30,8,7,0.1,1396,-10,633
Cc1ccccc1C(=O)NC(=S)N(C)C1CCCCC1,x,x,i,0.0,-0.5%,x,x,x,x,x,i,10,x,x,x,x,15,846
Nc1nc(NCCOCCO)nc(NCC2CCCO2)c1[N+](=O)[O-] (stereo unspecified),1.3,1301,i,0.7,0.1%,x,x,x,x,x,i,45,x,x,-0.59,1378,2,747
Cc1cccc(N(C(=O)c2cnc3n(c2=O)CCS3)C2CCCCC2)c1,-1.0,1184,i,0.5,-1.5%,i,2,3.6,2.6,4.8,i,25,28,5,0.19,1221,-26,733
O=C1C2C3C=CC(C4CC34)C2C(=O)N1/N=C/c1ccc([N+](=O)[O-])s1 (stereo unspecified),-1.5,518,i,1.0,0.0%,i,-3,2.9,2.5,7.7,i,37,16,1,-0.06,1300,4,555
CCn1c(=NC(=O)c2cccc(N3C(=O)CCC3=O)c2)sc2c(C)ccc(OC)c21,-1.0,1317,i,0.2,0.0%,x,x,x,x,x,i,18,x,x,0.06,1112,-3,755
Cc1ccc(S(=O)(=O)Nc2cc(C)cn(Cc3ccccc3)c2=O)cc1,x,x,i,0.4,-0.7%,x,x,x,x,x,i,48,x,x,x,x,7,837
CCC(NC(=O)c1cccc(Cn2nc(C)c([N+](=O)[O-])c2C)c1)c1ccc(C(C)C)cc1 (stereo unspecified),-6.9,1224,i,3.1,0.0%,i,34,1.8,1.2,6.2,i,7,42,30,-0.49,914,-1,823
Cc1ccc(C(=O)Nc2cccc(C(=O)N/N=C/c3ccccc3F)c2)cc1,x,x,i,2.6,-0.6%,x,x,x,x,x,i,7,x,x,x,x,16,790
O=C(O)c1ccc(-c2cccc([N+](=O)[O-])c2)o1,0.7,1375,i,1.1,0.5%,x,x,x,x,x,i,32,x,x,-0.04,1043,31,724
C=CCSc1nnc(NC(=O)Cc2ccc(OC)c(OC)c2)s1,-1.6,1025,i,0.3,-1.2%,i,-7,4.1,2.2,4.6,i,47,15,-7,-0.12,1269,-2,655
CCOC(=O)CCCNC(=O)CCCNC(=O)C(c1ccccc1)c1ccccc1,-0.4,1081,i,7.6,-0.1%,i,-5,1.7,1.5,7.5,i,11,14,-1,x,x,-2,718
CCOC(=O)N1CCN(C(=O)c2ccc(CNS(=O)(=O)c3ccc(OC)cc3)cc2)CC1,-2.5,950,i,0.4,-0.6%,i,9,1.7,1.5,10,i,41,-6,-27,0.84,1277,x,x
N#CC(C#N)=C(N)CSc1cccc[n+]1[O-],1.1,1051,i,0.6,0.6%,i,-15,1.7,2.4,9.3,i,37,-24,-1,1,1075,5,708
Cc1ccc2c(c1)COc1c3ccc(C(=O)N4CCCCC4)cc3nn1-2,0.6,1144,i,1.8,-0.9%,x,x,x,x,x,i,23,x,x,-0.37,911,x,x
O=C(CSc1nc2scc(-c3ccco3)c2c(=O)n1-c1ccccc1)NCC1CCCO1 (stereo unspecified),-0.4,988,i,1.0,0.6%,i,-2,2.8,1.9,3.1,i,46,3,-4,0.3,1279,-4,756

# A draw from above in order of formula weight, descending.
SMILES,bCat nuc transl,bCat nuc transl cell count 5 µM,Myeloid diff MLP,Myeloid diff MLP GFP+ MAC1+ %,West Nile virus CPE,Autophagy mod,Autophagy mod cell loss 18 h,MT stabilizer,MT stabilizer Hoechst-high %,MT stabilizer cytotoxicity %,T cell modulator,T cell modulator vesicle-bound %,WT yeast gro inh,WT yeast gro inh mutant strain,Insulin prom up,Insulin prom up cell count,Lipid droplet,Lipid droplet cells 6.5 µM
CCOC(=O)N1CCN(C(=O)c2ccc(CNS(=O)(=O)c3ccc(OC)cc3)cc2)CC1,-2.5,950,i,0.4,-0.6%,i,9,1.7,1.5,10,i,41,-6,-27,0.84,1277,x,x
CCOC(=O)CCCNC(=O)CCCNC(=O)C(c1ccccc1)c1ccccc1,-0.4,1081,i,7.6,-0.1%,i,-5,1.7,1.5,7.5,i,11,14,-1,x,x,-2,718
Cc1ccc(S(=O)(=O)Nc2cc(C)cn(Cc3ccccc3)c2=O)cc1,x,x,i,0.4,-0.7%,x,x,x,x,x,i,48,x,x,x,x,7,837

# Next results:
SMILES,bCat nuc transl,bCat nuc transl cell count 5 µM,Myeloid diff MLP,Myeloid diff MLP GFP+ MAC1+ %,West Nile virus CPE,Autophagy mod,Autophagy mod cell loss 18 h,MT stabilizer,MT stabilizer Hoechst-high %,MT stabilizer cytotoxicity %,T cell modulator,T cell modulator vesicle-bound %,WT yeast gro inh,WT yeast gro inh mutant strain,Insulin prom up,Insulin prom up cell count,Lipid droplet,Lipid droplet cells 6.5 µM
O=C(CO/N=C/c1ccc(OC(F)F)cc1)NCc1ccc(F)cc1,2.6,1008,i,1.2,-1.0%,i,2,1.6,2.7,5.5,i,32,17,27,2,1162,-2,647
Cc1cc(C)n(-c2nc(NCCCO)c3c4c(sc3n2)CCCC4)n1,0.6,1145,i,0.5,u,i,6,4.0,2.6,0.1,i,64,7,18,-1.7,841,x,x
COc1ccc(C)cc1NC(=O)c1cc2cc3ccc(C)cc3nc2o1,x,x,x,x,0.4%,i,-7,4.1,2.4,5.8,x,x,0,0,x,x,x,x
COc1ccccc1NS(=O)(=O)c1ccc2oc(SCc3ccc(F)cc3)nc2c1,0.4,896,i,2.2,-0.4%,i,16,0.9,1.7,5.9,i,14,39,-10,0.13,1118,-71,589
Cc1ccc(NS(=O)(=O)Cc2ccccc2)cc1Cl,x,x,i,0.5,-1.8%,x,x,x,x,x,i,32,x,x,x,x,2,771
CC1Cc2ccccc2N1C(=S)NC(=O)C1(C)CC1(Cl)Cl (stereo unspecified),7.0,975,i,0.6,0.3%,i,5,5.2,1.5,9.6,i,54,23,-30,-0.16,1069,-4,727
O=C(Nc1ccc2c(c1)C(=O)N(CC1CCCO1)C2=O)c1ccccc1Br (stereo unspecified),-0.3,1409,i,6.1,0.8%,i,5,3.6,2.0,7.3,i,26,2,3,-0.03,1525,x,x
O=C(COc1ccc(S(=O)(=O)Nc2ccccc2)cc1)NCc1ccccn1,x,x,i,0.9,-0.6%,x,x,x,x,x,i,44,x,x,x,x,-14,677

# Bioassay records deposited in PubChem BioAssay by several laboratories.
